High-throughput results as filed in PubChem BioAssay.
SENP7 block = SENP7 protease inhibition; AID 434973; inhibition, % at 5 µM; Q9BQF6; actives 1.5% (n = 330,000); recombinant SENP7, Z-RLRGG-aminoluciferin luminescence, 40 min;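 active = inhibition above about 50% at the single test dose, limit read from the data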;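 also: plate controls were DMSO with enzyme for no effect and no enzyme buffer wells for full effect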
Target sequence (Q9BQF6 706-1050 limits assumed): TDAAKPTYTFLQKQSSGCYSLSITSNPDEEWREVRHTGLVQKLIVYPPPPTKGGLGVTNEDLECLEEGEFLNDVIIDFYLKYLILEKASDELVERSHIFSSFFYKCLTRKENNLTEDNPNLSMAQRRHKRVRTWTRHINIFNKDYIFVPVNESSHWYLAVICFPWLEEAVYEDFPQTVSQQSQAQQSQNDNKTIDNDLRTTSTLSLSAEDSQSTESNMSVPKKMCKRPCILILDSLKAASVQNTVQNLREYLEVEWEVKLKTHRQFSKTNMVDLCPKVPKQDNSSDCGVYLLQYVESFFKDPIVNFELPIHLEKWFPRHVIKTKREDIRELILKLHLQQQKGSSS
PfGluPho inh = PfG6PD (Plasmodium falciparum) enzyme inhibition. PfGluPho enzyme, NADPH resazurin-diaphorase fluorescence. inhibition, % at 20 µM. actives 0.78% (n = 350,000). AID 504690;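 active = inhibition reaching at least a set limit at 20 µM in the primary screen, cut at about 59% in these data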;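 also: 0% = DMSO wells with substrate and 100% = DMSO wells lacking glucose-6-phosphate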
SENP8 inh = SENP8 (human) protease inhibition; Q96LD8; recombinant SENP8, Nedd8 substrate fluorescence; inhibition, % at 20 µM; actives 0.64% (n = 360,000); AID 602440; in the data active = inhibition mostly above about 40%, no sharp cut-off; inactive = mostly below about 27%
Target sequence (Q96LD8 whole entry, looked up): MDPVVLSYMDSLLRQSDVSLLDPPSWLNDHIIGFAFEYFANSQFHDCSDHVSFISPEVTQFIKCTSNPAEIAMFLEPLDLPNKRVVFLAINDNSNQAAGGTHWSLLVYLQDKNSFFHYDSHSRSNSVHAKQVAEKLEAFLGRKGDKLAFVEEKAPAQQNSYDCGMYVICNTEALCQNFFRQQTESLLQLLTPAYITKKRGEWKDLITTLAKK
HKDC1 inhibitor = blocks human hexokinase HKDC1 activity | AID 493160 | recombinant HKDC1, G6PDH/diaphorase resazurin coupled fluorescence | inhibition, % at 20 µM | actives 0.16% (n = 340,000) | Q2TB90;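 active = inhibition above about 35% when tested at 20 µM, limit read from the data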;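 also: plate controls were DMSO wells with enzyme for no effect and DMSO wells lacking enzyme for full effect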
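Assay system: recombinant HKDC1 hexokinase; detection: coupled resazurin fluorescence, excitation 525 nm, emission 613 nm; benchmarks: DMSO-plus-enzyme-mix negative control, buffer-substituted positive control; compound dosing: single 20 µM dose; schedule: 90 min at room temperature in dark; also added: glucose plus 1 mM ATP as hexokinase substrates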
GRIN3A LBD mod = modulates the human NR3A ligand-binding domain. Tm shift relative to glycine control, % at 25 µM. AID 1259313. actives 2.5% (n = 340,000). NR3A LBD differential scanning fluorimetry, Tm shift; 0% = protein alone, 100% = glycine-bound protein;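 active = melting temperature shift of at least 10% of the positive control shift, at one fixed dose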
SENP6 inh = inhibitors of human SENP6 protease; Q9GZR1; Recombinant SENP6 catalytic domain, aminoluciferin luminescence; inhibition, % at 10 µM; actives 1.8% (n = 330,000); AID 2599;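 active = inhibition above about 50% at the single tested dose, limit read from the data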;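 also: plate controls were DMSO wells with enzyme for no effect and DMSO wells lacking enzyme for full effect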
Target sequence (Q9GZR1 628-1112 limits assumed): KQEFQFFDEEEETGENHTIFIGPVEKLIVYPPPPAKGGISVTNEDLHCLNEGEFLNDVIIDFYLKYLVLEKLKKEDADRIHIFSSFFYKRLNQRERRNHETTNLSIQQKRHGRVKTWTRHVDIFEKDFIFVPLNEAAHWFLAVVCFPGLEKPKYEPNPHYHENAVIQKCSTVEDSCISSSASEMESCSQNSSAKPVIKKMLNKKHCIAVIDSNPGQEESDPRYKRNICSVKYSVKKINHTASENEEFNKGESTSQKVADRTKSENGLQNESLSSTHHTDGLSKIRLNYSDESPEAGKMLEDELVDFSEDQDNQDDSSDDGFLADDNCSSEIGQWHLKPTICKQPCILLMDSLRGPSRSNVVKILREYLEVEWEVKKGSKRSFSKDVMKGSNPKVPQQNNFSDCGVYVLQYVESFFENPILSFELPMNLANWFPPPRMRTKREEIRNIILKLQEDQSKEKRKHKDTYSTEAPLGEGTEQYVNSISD
ATG4B inh = blocks human ATG4B protease cleavage of LC3 substrate | actives 0.51% (n = 340,000) | ATG4B cleavage of LC3-PLA2, NBD-HPC fluorescence, 1 h | inhibition, % at 8.33 µM | AID 504462 | Q9Y4P1; in the data active = inhibition above about 40%
MPTP inh = permeability transition pore inhibition; isolated mouse mitochondria, Ca2+ swelling absorbance, 30 min; inhibition, % at 10 µM; actives 1.4% (n = 360,000); AID 602449;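 active = inhibition of 50% or more, scaled per plate between neutral and stimulator controls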;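 also: 0% = DMSO wells given calcium and 100% = 1 mM EGTA wells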
An asterisk follows results filed as active; i = inactive; x = no result given.

SMILES	SENP7 block	PfGluPho inh	SENP8 inh	HKDC1 inhibitor	GRIN3A LBD mod	SENP6 inh	ATG4B inh	MPTP inh
CC1CCCN(Cc2c(C(=O)N3CCc4ccccc4C3)nc3ccc(Cl)cn23)C1 (stereo not drawn)	5.6	-4.3	16.5	3.8	-1.4	-22.3	21.5	-0.5
O=S(=O)(c1ccc(F)cc1)N1CCN(CC(O)COCC2CCCO2)CC1 (stereo not drawn)	-2.5	-2.4	10.5	-4.4	-0.3	-18.9	4.1	-0.3
COc1ccc(NS(=O)(=O)c2cccc(C(=O)NN=Cc3ccc(O)c(OC)c3)c2)cc1	-13.4	8.4	-81.9	-3.7	-4.5	-4.5	-3.7	0.8
CC[C@]12c3[nH]c4cc(CCC(=O)N(C)C)ccc4c3CCN1C(=O)[C@@H](CC(=O)NCc1ccc(OC)c(OC)c1)C[C@@H]2C(=O)N1CCN(C(=O)C2CC2)CC1	8.2	-9.1	6.6	11.9	0.3	x	1.8	-0.3
CC(Sc1n[nH]c(-c2cccs2)n1)C(=O)Nc1ccccc1F (stereo not drawn)	x	12.3	-3.7	7.4	2.5	x	-5.6	-0.1
COc1ccc(CCNC(=O)CCc2cc(OC)c(OC)c(OC)c2)cc1	8.4	-1.8	22.7	-5.8	0.5	-24.0	-3.4	-0.1
C#CCOCCOCCOCCNc1nc(N2CCN(C(=O)[C@H](CCC(=O)O)n3cc(CN)nn3)CC2)nc(N2CCN(C(=O)[C@H](CCCN=C(N)N)n3cc(C(N)[C@@H](C)CC)nn3)CC2)n1 (stereo partly drawn)	-4.2	6.1	11.2	1.1	1.0	7.5	-0.6	-0.4
O=C(CN1CCN(C2CCCCC2)CC1)Nc1cccc2ccccc12	-4.6	-6.6	10.6	-8.9	-0.3	-11.1	0.4	-0.5
COc1ccc(-n2c(SCC(=O)C(C)(C)C)nc3ccsc3c2=O)cc1	6.3	8.3	16.4	-0.6	-1.0	-19.4	-2.3	-0.4
O=C1C(c2ccccc2)SC(=Nc2ccccc2)N1S(=O)(=O)c1ccccc1 (stereo not drawn)	5.9	55.0	19.3	-9.3	-11.0	6.5	-3.0	-0.5
O=C(NCc1cccc(C(F)(F)F)c1)c1ccc(=O)[nH]c1	-6.8	9.1	7.0	-4.5	1.3	-6.9	25.3	0.5
COc1cc2cc(C)nc(Cc3cccc4ccccc34)c2cc1OC	-2.3	-2.9	8.0	7.2	-19.9	-1.4	-9.7	0.4
O=c1c2c(nc3c(-c4cccc5ccccc45)c[nH]n13)CCC2	3.0	-10.1	-495.2	0.3	1.4	0.0	-2.8	5.0
CC(=O)N1CCN(c2ccccc2NC(=O)COc2ccc(Cl)cc2Cl)CC1	-14.1	1.4	20.0	-0.7	-2.1	-12.3	-10.4	-3.4
CC(=O)c1ccc(-n2c(CCC(=O)O)ccc2-c2cccs2)cc1	2.3	-20.0	0.3	2.6	0.5	2.0	2.4	1.1
CCc1ccc(OCC(=O)N/N=C(\C)c2ccc(-n3ccnc3)cc2)cc1	-2.7	-1.7	12.6	-4.8	-2.4	-3.3	-12.5	-0.3
CC(C)(C)c1ccc(C(=O)N2CCC(C(=O)N3CCCCC3)CC2)cc1	-1.6	2.7	5.8	0.2	-1.7	10.3	-6.1	-1.7
O=C1c2ccccc2NC2CCCCCN12 (stereo not drawn)	12.9	8.1	i	5.0	5.1	1.2	-7.8	0.0
COc1ccc(S(=O)(=O)N2CCCOC2CNC(=O)C(=O)NCCCn2ccnc2)cc1OC (stereo not drawn)	7.1	-3.0	19.5	-8.8	-2.5	-0.1	-0.9	1.7
O=C(N=C1SC2CS(=O)(=O)CC2N1c1ccc(Br)cc1F)C1CC1 (stereo not drawn)	7.2	-17.2	12.6	3.3	-3.0	16.2	-0.1	-0.2
CCS(=O)(=O)N1CCC(C(=O)N2CCc3ccccc3C2)CC1	9.0	-47.4	44.1*	-1.9	0.5	-3.7	3.6	0.2
O=C(CC(Nc1ccc(F)cc1)C(=O)OCC(=O)c1cccs1)c1ccccc1 (stereo not drawn)	x	33.0	1.8	-4.2	-17.4	x	5.7	3.4
Cc1cc(C)nc(SCC(=O)NN=C2CCCC2)n1	-2.9	-16.2	12.0	-0.5	-2.1	2.7	1.3	-0.5
Cn1c(N)c(C(=O)COC(=O)CNS(=O)(=O)c2cccc(Cl)c2)c(=O)n(C)c1=O	-11.4	-12.9	19.1	-8.0	2.1	-21.2	2.6	0.5
CC(c1nc2ccccc2c(=O)[nH]1)N1CCOCC1 (stereo not drawn)	3.9	-6.4	6.3	-1.9	-1.1	14.8	-4.9	-0.7
Continued.
SMILES	SENP7 block	PfGluPho inh	SENP8 inh	HKDC1 inhibitor	GRIN3A LBD mod	SENP6 inh	ATG4B inh	MPTP inh
Cc1cccnc1NC(=O)c1cccc(S(=O)(=O)N2CCCC2)c1	-0.2	-1.5	1.5	-4.9	-0.4	3.4	-3.8	-1.6
Cc1c(C2(O)CCCCC2)[nH]c2cc(C(F)(F)F)ccc12	6.4	28.7	-14.7	1.6	-7.8	-2.7	2.4	34.7
Cn1nccc1C(=O)N1CCN(c2ncccn2)CC1	-9.8	-11.3	-20.6	1.5	-1.3	-13.5	-10.8	-1.1
FC(F)(F)Oc1ccc(NC(=S)NCc2ccccc2)cc1	12.2	1.8	-43.0	-0.4	0.1	11.0	40.2*	77.1*
COc1ccc(Cl)cc1C(=O)NNC(=O)CCNC(C)=O	-20.1	-2.0	15.6	-7.1	0.7	-9.0	-9.9	-1.1
COc1cc(/C=C/C(=O)OCC(=O)Nc2ccc(S(N)(=O)=O)cc2)ccc1O	-1.3	5.7	-280.9	-2.7	0.1	4.5	-10.7	1.8
CN(Cc1cccs1)C(=O)CSc1nc2ccccc2[nH]1	5.0	1.2	-7.8	-8.9	2.8	-1.1	-7.3	-0.3
CCCCNc1c(-c2ccc(OC)c(SC(C)CC)c2)nc2ccc(Cl)cn12 (stereo not drawn)	9.4	14.4	i	9.3	-13.4	8.4	6.4	1.0
COc1ccc(S(=O)(=O)Nc2cccc3ccc(O)cc23)cc1	3.8	4.3	1.2	-1.0	-1.7	2.7	-15.6	23.9
O=C(CCN1C(=O)COc2ccccc21)N1CCN(c2ccccn2)CC1	1.0	15.1	-19.4	-5.3	x	-3.7	-2.3	-0.7
CC1CCN(C(=O)CSc2nc3ccccc3[nH]2)CC1	-7.5	2.9	0.9	-5.0	-0.3	-15.1	9.0	-1.0
O=C(O)c1c(C(=O)N2N=C3/C(=C/c4ccccc4)CCCC3C2c2ccccc2)cccc1[N+](=O)[O-] (stereo not drawn)	-2.5	-8.4	12.6	2.6	-1.2	-14.3	3.1	0.9
Cc1ccc(S(=O)(=O)N[C@H](C(=O)NC2CCC(C)CC2)C(C)C)cc1 (stereo partly drawn)	-10.9	8.4	19.8	-1.3	0.3	-10.9	-2.0	-1.8
CCOc1ccc(NC(=O)C2CCCN(c3nn4c(=O)cc(C)nc4s3)C2)cc1 (stereo not drawn)	-13.8	3.5	12.6	3.8	0.3	-8.1	3.7	-1.2
COc1ccc(S(=O)(=O)N(C)C)cc1NCC(=O)Nc1ccc(Br)cc1F	2.0	25.0	12.3	-3.7	-6.5	-1.8	-4.7	-0.5
Cc1cc(C)cc(C(=O)OCC(=O)Nc2cccc(S(=O)(=O)NC3=NCCCCC3)c2)c1	5.6	-9.9	20.7	-3.6	-5.2	12.3	3.9	-4.0
Cc1cc2cc(C(=O)N3CCc4c([nH]c5ccccc45)C3c3ccccn3)ccc2o1 (stereo not drawn)	-3.1	16.4	6.5	2.3	-8.1	-21.5	-4.9	0.1
CS(=O)(=O)N1CCN(C(=O)c2ccccc2F)CC1	10.5	3.1	8.0	2.5	1.5	-5.1	0.7	-2.0
O=C(Cc1ccc(Cl)cc1)Nc1ccc(S(=O)(=O)Nc2ncccn2)cc1	5.5	-9.5	-8.3	-3.9	-2.5	-4.6	-3.3	1.2
CC(C)CN(Cc1cc2ccccc2[nH]c1=O)C(=O)c1cccnc1	10.1	4.6	-9.9	-1.2	-0.3	-9.9	-2.4	2.1
Cc1cc(C)n(CC(O)COc2ccc(C(C)(C)C)cc2)n1 (stereo not drawn)	15.1	2.4	7.8	1.3	3.4	7.7	-3.0	-0.9
Cc1ccc(-c2noc(-c3c(C)noc3C)n2)cc1	32.2	-13.6	17.5	-5.0	0.9	0.6	3.5	1.3
Cc1ccc(-c2csc3ncnc(-n4nnc5ccccc54)c23)cc1C	0.5	-6.9	-124.1	-7.5	-6.6	-1.0	-1.5	0.4
COc1ccc(-c2nnc(-c3ccccc3O)o2)cc1	93.0*	-21.7	-169.2	3.9	-26.6	80.5*	1.4	0.2
CNc1cc(C)nc(N2CCOCC2)n1	3.0	6.0	5.6	-0.7	1.5	-1.5	-9.6	2.2
Further records follow.
SMILES	SENP7 block	PfGluPho inh	SENP8 inh	HKDC1 inhibitor	GRIN3A LBD mod	SENP6 inh	ATG4B inh	MPTP inh
Cc1c(C(=O)OCc2ccccc2)[nH]c2c1C(=O)CC(c1ccco1)C2 (stereo not drawn)	-1.3	14.3	-24.1	-0.2	-4.3	-0.1	22.5	1.1
CCn1c(SCC(=O)Nc2ccc(OC)cc2OC)nc2nc3c(cc2c1=O)COC(C)(C)C3	1.0	8.1	24.3	-4.3	-0.7	3.3	-6.7	-0.1
COc1ccc(C(=O)NCc2nnc(SCC(=O)Nc3ccccc3OC)o2)cc1	-4.6	0.1	6.6	-4.5	-0.5	0.6	0.1	-0.5
O=C(CCNC(=O)c1ccc(Cl)cc1)Nc1ccc(S(=O)(=O)N2CCCCC2)cc1	-5.0	2.6	9.4	-7.6	-0.9	-5.3	-13.2	-3.1
O=C(Nc1nnc(-c2ccc(Cl)cc2)o1)C1CCCCC1	-6.2	-1.3	-74.6	-3.2	-1.3	3.2	-5.6	0.4
CCN(CC)C(C(=O)NC1CCCCC1)c1ccc(C)cc1 (stereo not drawn)	0.0	-13.5	24.1	-5.6	-0.6	9.2	-3.1	0.1
CCOC(=O)C1=C(COC(=O)Cc2ccccc2)NC(=O)NC1C (stereo not drawn)	2.7	3.2	-1.7	-0.8	0.9	-0.5	-7.9	-1.5
COc1cccc(C2=CC(=O)C[C@H](c3ccc(F)cc3)C2)c1	-8.5	7.5	-17.1	-0.7	4.4	-11.6	-14.6	-0.1
COc1ccccc1NC(=O)C(C)OC(=O)/C=C/c1ccc2ccccc2n1 (stereo not drawn)	-8.0	6.0	2.1	4.3	-0.4	4.0	3.2	-1.6
O=C(NCC(=O)N1CCN(S(=O)(=O)c2ccccc2)CC1)c1ccc2ccccc2c1	4.0	-11.1	-11.8	-4.3	-4.8	0.4	-12.3	-0.6

Among those listed so far, these have an aryl thioether with sulfur outside any ring:
SMILES	SENP7 block	PfGluPho inh	SENP8 inh	HKDC1 inhibitor	GRIN3A LBD mod	SENP6 inh	ATG4B inh	MPTP inh
CC(Sc1n[nH]c(-c2cccs2)n1)C(=O)Nc1ccccc1F (stereo not drawn)	x	12.3	-3.7	7.4	2.5	x	-5.6	-0.1
COc1ccc(-n2c(SCC(=O)C(C)(C)C)nc3ccsc3c2=O)cc1	6.3	8.3	16.4	-0.6	-1.0	-19.4	-2.3	-0.4
Cc1cc(C)nc(SCC(=O)NN=C2CCCC2)n1	-2.9	-16.2	12.0	-0.5	-2.1	2.7	1.3	-0.5
CN(Cc1cccs1)C(=O)CSc1nc2ccccc2[nH]1	5.0	1.2	-7.8	-8.9	2.8	-1.1	-7.3	-0.3
CCCCNc1c(-c2ccc(OC)c(SC(C)CC)c2)nc2ccc(Cl)cn12 (stereo not drawn)	9.4	14.4	i	9.3	-13.4	8.4	6.4	1.0
CC1CCN(C(=O)CSc2nc3ccccc3[nH]2)CC1	-7.5	2.9	0.9	-5.0	-0.3	-15.1	9.0	-1.0
CCn1c(SCC(=O)Nc2ccc(OC)cc2OC)nc2nc3c(cc2c1=O)COC(C)(C)C3	1.0	8.1	24.3	-4.3	-0.7	3.3	-6.7	-0.1
COc1ccc(C(=O)NCc2nnc(SCC(=O)Nc3ccccc3OC)o2)cc1	-4.6	0.1	6.6	-4.5	-0.5	0.6	0.1	-0.5
